RORgamma inh: ROR gamma (mouse) transcription inhibition; 310,000 tested, 5.4% active; P51450; Potency, µM (highest dose often 53.6 µM), for the others: top-dose activity change, negative = inhibition, hits mostly inhibitors; Drosophila S2 Gal4-RORgamma UAS-luciferase reporter, 20 h; note: % is set by controls: 0 for no effect and ±100 for the full control effect; nearly all actives have a fitted effect of over 60% in size
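In this cell-based reporter format, copper sulfate (700 uM final) drives Gal4–ROR gamma fusion expression from a metallothionein promoter in Drosophila Schneider cells; compounds preincubated 1 hr, reporter read after 20 hr at ambient temperature.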
Gal4-VP16 FLuc: counter-screen for ROR gamma inhibitors: Gal4-VP16 reporter. Drosophila S2 Gal4-VP16 UAS-luciferase, luminescence, 20 h. Potency, µM (titrated, usually from 53.6 µM), without a hit: at the highest dose activity, negative = inhibition, hits mostly inhibitors. 310,000 tested, 3.5% active;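 note: Gal4-VP16 expression switched on by copper sulfate through the metallothionein promoter; % is set by controls: 0 for no effect and ±100 for the full control effect; nearly all actives have a fitted effect of over 50% in size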
Rab9 promoter act: activators of Rab9 promoter | Potency, µM (doses to about 9.22 µM), without a hit: at the top dose activation, negative = inhibition, usual class: activators | 320,000 tested, 2.8% active | Huh7 Rab9 promoter-luciferase reporter, luminescence, 24 h; note: % of control where 0% means no effect; nearly all actives have a fitted effect of over 60% in size
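Using Huh7 cells stably transfected with Rab9 promoter–luciferase, compounds were incubated 24 h at 37 °C, 5% CO2; luciferase luminescence was read 10 min after reagent addition.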
BRCA1 expr up: activators of BRCA1 expression; MCF7-BRCA1-FFLuc reporter, luminescence, 48 h; response scale: scaled: vehicle 0%, 10 µM genistein 100%; Potency, µM (titrated, usually from 46.1 µM), for the others: at the highest dose activation, usual class: activators; 380,000 tested, 1.1% active; AID 624202; note: nearly all actives have a fitted effect of over 80% in size; some results filed as inactive show a strong effect at the top dose
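Compounds are tested at multiple concentrations on MCF7 BRCA1-luciferase reporter cells seeded at 2000 per well; after 48 h, a single luminescence end-point is taken and curves fitted to the normalized data.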
uPA generation: blocks generation of uPA at the cell surface. cell surface uPA generation assay, qHTS. Potency, µM (doses to about 38.3 µM), without a hit: at the highest dose activity change, negative = inhibition, most hits filed as inhibitors. 330,000 tested, 0.31% active; active = well fitted inhibition curve with a large enough effect; inconclusive = small, poorly fitted or top-dose-only effect; inactive = no such curve, though single readings can be large or run the other way; tested in mouse RAW 264.7 cells; note: % is set by controls: 0 for no effect and ±100 for the full control effect; nearly all actives have a fitted effect of over 55% in size
FLuc modulator: inhibits or activates purified firefly luciferase, miR-21 counter-screen. 360,000 tested, 6.9% active. AID 588342. purified FLuc, Km substrates, luminescence inhibition. P08659. Potency, µM (titrated, usually from 57.5 µM), inactives show top-dose activity change, negative = inhibition, most hits filed as inhibitors;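 note: plate controls were vehicle for no effect and reference inhibitor for full effect; nearly all actives have a fitted effect of over 55% in size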
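Biochemical qHTS of compounds, final roughly 60 µM downward over six points, against 10 nM purified firefly luciferase using Km concentrations of substrates (10 uM D-luciferin, 10 uM ATP) in Tris acetate pH 7.5 buffer; luminescence output.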
CXXC DNA block: blocks binding of human MLL CXXC domain to DNA; Potency, µM (doses to about 115 µM), inactives show at the highest dose activity change, negative = inhibition, actives largely listed as inhibitors; Q03164; 290,000 tested, 0.037% active; MLL-CXXC / FITC-HOXA9 DNA fluorescence polarization; active = well fitted inhibition curve with a large enough effect in the polarisation, with a control signal flat, not every such curve was filed as active; inconclusive = small, poorly fitted or top-dose-only effect, or effect the other way, or a change in a side signal; inactive = no such curve, though single readings can be large or run the other way; the % refers to the polarisation
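Steps: dispense CXXC domain solution (7 uM) → pin compounds or unlabeled HOX-A9 DNA control → 5 min ambient → add FLSN-HOX-A9 solution (50 nM) → spin → 30 min ambient → fluorescence polarization. Tris pH 7.5/NaCl/DTT/BSA buffer.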
ELG1 genotox: inducers of genotoxicity in HEK293T ELG1-luciferase cells | HEK293T ELG1-luciferase reporter, luminescence, 16 h | Potency, µM (doses to about 46 µM), for the others: at the top dose activity change, positive = activation, actives largely listed as activators | 330,000 tested, 1.3% active | AID 504466; note: % of control where 0% means no effect; nearly all actives have a fitted effect of over 60% in size
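HEK293T cells expressing luciferase-tagged ELG1 were treated with compound or DMSO for 16 hr at 37°C. Luciferase activity was then read after 30 min with ONE-Glo at room temperature; rising signal flags genetic stress.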
NPC1 prom act: activates the NPC1 promoter; Potency, µM (highest dose often 9.22 µM), for the others: at the top dose activation, most hits filed as activators; Huh7 NPC1 promoter luciferase reporter, 24 h; AID 485313; 320,000 tested, 2.4% active;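 note: % of control where 0% means no effect; nearly all actives have a fitted effect of over 60% in size; reporter is driven by a mutant NPC1 promoter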
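Stable NPC1-promoter luciferase Huh7 line; cpd (DMSO) 24 h, 37 °C, 5% CO2; Amplite luciferase reagent 10 min RT; luminescence readout. qHTS format.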
p53 reactivator: restores transcriptional activity of mutant p53. H1299 p53-A138V BP100-luciferase reporter, luminescence, 24 h. Potency, µM (doses to about 92.2 µM), without a hit: at the highest dose activity change, positive = activation, usual class: activators. 320,000 tested, 0.063% active. AID 504706; note: % of control where 0% means no effect; nearly all actives have a fitted effect of over 45% in size
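H1299 (p53-null), stable ts p53-A138V + BP100-Luc; 1000 cells/well, Opti-MEM/10% FBS; cpd 4 pt, 1:5; 24 h, 37 deg C, 5% CO2; detection reagent 10 min RT; luminescence.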
MBNL1 CUG block: blocks human MBNL1 binding to CUG repeat RNA. Q9NR56. TR-FRET MBNL1-His/biotin-(CUG)12 binding, 665/545 ratio. Potency, µM (doses to about 57.5 µM), without a hit: at the top dose activity change, negative = inhibition, hits mostly inhibitors. 280,000 tested, 0.036% active; active = well fitted inhibition curve with a large enough effect in the signal ratio, with a control signal flat, not every such curve was filed as active; inconclusive = small, poorly fitted or top-dose-only effect, or effect the other way, or a change in a side signal; inactive = no such curve, though single readings can be large or run the other way; the % refers to the signal ratio; note: % is set by controls: 0 for no effect and ±100 for the full control effect
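TR-FRET readout: Ex 340 nm, 665/545 nm emission ratio, normalized to buffer-only (basal) and MBNL1-(CUG)12 controls. Complex of MBNL1-His with Biotin-(CUG)12, compounds 92 nM–58 uM, incubated 60 min at room temperature.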
Starred values were filed as active, the others as inactive; ? = inconclusive; / = no result given; [ ] = another dose, or the depositor's remark. Unless noted, calls come from the whole dose curve; as a rule, active = well fitted curve in the direction sought with a large enough effect; inconclusive = small, poorly fitted or top-dose-only effect, or another doubt; inactive = no such curve, though single readings can be large; an effect the other way counts as inactive or inconclusive. Potency is the fitted concentration of half-maximal effect. An excerpt (hit frequency here may not be typical).

SMILES	RORgamma inh	Gal4-VP16 FLuc	Rab9 promoter act	BRCA1 expr up	uPA generation	FLuc modulator	CXXC DNA block	ELG1 genotox	NPC1 prom act	p53 reactivator	MBNL1 CUG block
CCn1c(C)nc2cc(C(=O)NNC(=S)Nc3ccccc3)ccc21	-28%	-21%	0.79µM*	?	-4%	12µM*	-10%	10µM*	0.45µM*	2%	-7%
CCN(CC)S(=O)(=O)c1ccc(NC(=O)COC(=O)c2ccc(Br)o2)cc1	1%	0%	0%	-5%	1%	2%	46%[activator]	-1%	0%	3%	-3%
COc1ccc(S(=O)(=O)n2nc(OC(=O)c3cccs3)cc2N)cc1	5%	-9%	5%	-15%	-1%	-5%	182%[activator]	3%	2%	7%	3%
Cc1cccc(N2CCN(Cc3nc(-c4ccccc4Cl)oc3C)CC2)n1	?	2%	-2%	-2%	-2%	-1%	4%	-1%	0%	-4%	-11%
CC1CCC(NC(=O)C2CCC(CNS(=O)(=O)c3ccccc3)CC2)CC1 (stereo not drawn)	-3%	-4%	11%	15%	-13%	-1%	42%[activator]	0%	-1%	2%	2%
CC1CCN(S(=O)(=O)c2ccc(Cl)cc2Br)CC1	20%	-5%	-6%	-10%	-2%	-3%	5%	-3%	1%	-1%	-5%
CC1=C(C(=O)OC(C)C)[C@@H](c2ccc(C)o2)NC(=O)N1	-5%	-14%	-11%	-5%	1%	1%	-3%	-2%	-3%	-5%	19%
Fc1ccccc1-c1ccc(/C=N/Nc2nc3ccccc3[nH]2)o1	3.2µM*	3.5µM*	3.5µM*	-34%	4µM*	0.27µM*	60%[activator]	?	?	35µM*	/
COc1ccc(C)cc1NC(=S)N1CC(C)OC(C)C1 (stereo not drawn)	15%	1%	-1%	4%	9%	2%	10%	15%	-3%	-2%	-6%
C#CCNC(=O)C1=C[C@H](C2CC2)C[C@H](OCCCCO)O1	-8%	0%	10%	3%	-2%	-1%	-14%	1%	-5%	-2%	1%
Cn1c(=O)c2c(nc3n2CCCN3CCc2ccccc2)n(C)c1=O	-3%	0%	-4%	53%	6%	3%	5%	-2%	-2%	8%	-8%
COCCCNC(=O)/C(C#N)=C/c1c(N2CCN(c3ccccc3)CC2)nc2c(C)cccn2c1=O	17%	-8%	2%[1.84 µM]	-67%	-2%	2%	0%	-14%	1%	-4%	?
COc1ccc(CN2CCC(C(=O)N(C)CCc3ccc(OC)c(OC)c3)CC2)c(OC)c1	9%[0.365 µM]	/	2%	-1%	-3%	5%	4%	-2%	-3%	10%	0%
O=C(NC1CCN(Cc2ccccc2)CC1)C1CCCN(c2nnc(-n3cccc3)s2)C1 (stereo not drawn)	8%	2%	-7%	-10%	-6%	4%	0%	?	-2%	6%	-3%
Cc1ccc(-n2c(C)c3c(C)nnc(C)c3c2C)cc1C	?	-22%	0%	-25%	-2%	-1%	0%	-7%	1%	2%	9%
CCO/N=C(\C)c1c(O)cc(C(C)C)n(-c2ccccc2)c1=O	14%	11%	-1%	8%	8%	0%	22%	4%	-3%	-5%	5%
O=C1c2[nH]nc(-c3ccccc3O)c2C(c2cccc(O)c2)N1Cc1ccco1 (stereo not drawn)	1%	-10%	-25%	-22%	-5%	5%	11%	1%	-3%	-21%	-11%
CC(=O)OCC(=O)C1=CCC2C3CCC4=CC(=O)C=CC4(C)C3(F)C(OC(C)=O)CC12C (stereo not drawn)	-13%	-4%	-4%	-10%	-5%	2%	-20%	-6%	-6%	-3%	9%
CCOc1ccc(C(=O)C[n+]2ccc(C(=O)NCc3ccccc3)cc2)cc1	-2%	5%	-8%	-17%	6%	0%	2%	0%	-1%	-1%	?
Cn1/c(=N\NC(=O)c2ccccc2Cl)sc2ccccc21	14%	7%	?	11µM*	0%	17µM*	13%	-3%	?	?	-2%
COCC(=O)N(C)C1(c2nnnn2CCOC(=O)Nc2ccc(Cl)cc2)CCCCC1	11%	-12%[10 µM]	-5%	0%	4%	1%	5%	-4%	-4%	0%	-3%
NC(=O)c1nsc(C(=O)N(Cc2cccnc2)C(C(=O)NC2CCCCC2)c2ccc(F)cc2)c1N (stereo not drawn)	-10%	25%	-1%	-13%	3%	-2%	8%	7%	2%	11%	3%
O=C(NCCCCNC(=O)c1cccs1)c1cccs1	-11%	3%	1%	12%	-3%	2%	-2%	3%	0%	-17%	3%[11.5 µM]
CCOC(=O)c1c(S(=O)(=O)Nc2ccc(F)cc2Cl)c(C)n(C)c1C	-1%	8%	2%	-21%	-4%	0%	-2%	0%	-4%	-9%	-3%
Cc1cc2ncn(S(=O)(=O)c3ccc(S(=O)(=O)N4CCOCC4)cc3)c2cc1C	5%[0.365 µM]	/	3%	1%	5%	0%	15%	0%	0%	2%	2%
Cc1cccc2cc(C(c3nnnn3C(C)(C)C)N3CCN(C(=O)c4ccco4)CC3)c(=O)[nH]c12 (stereo not drawn)	-4%[0.365 µM]	/	1%	-1%	16%	4%	-1%	-4%	-3%	1%	-9%
CN(CC(=O)Nc1ccc(F)cc1)C(=O)C1Cc2ccccc2CN1S(C)(=O)=O (stereo not drawn)	/	/	0%	-7%	18%	1%	/	7%	1%	3%	/
COc1ccc2[nH]c(C(=O)NCCCn3ccnc3)cc2c1	4%	-3%	-4%	-17%	-1%	?	13%	0%	0%	14%	7%
COc1ccc(NCc2ccc([N+](=O)[O-])s2)c(OC)c1	12%	11µM*	0%	-6%	-1%	?	15%	?	-3%	?	50%[activator]
Cc1cccc(C)c1NC(=S)NC(C)CCc1ccccc1 (stereo not drawn)	2.2µM*	4.5µM*	-10%	-42%	-3%	2%	4%	-2%	0%	3%	6%
Cc1cc(C)cc(NC(=O)CSc2nnc(CN3CCOCC3)n2C)c1	-29%	-6%	-1%	15%	-3%	0%	-2%	-1%	2%	5%	2%
CCOc1ccc(NC(=O)Nc2ccccc2SC)cc1	-19%	-18%	?	2.8µM*	/	2.7µM*	6%	?	4µM*	13%	1%
Cc1ccc(S(=O)(=O)Nc2ccc3c(c2)n(C)c(=O)n3C)cc1	35%	?	7%	-66%	-8%	3%	-1%	?	-4%	-13%	-3%
CCCC(=O)N1CCN(c2ccc(NC(=O)c3ccc(OCC)c([N+](=O)[O-])c3)cc2)CC1	19%	7%	-3%	-5%	2%	2%	5%	1%	2%	4%	-8%
COc1cc(OC)cc(C(=O)N[C@H](C(=O)OCC(=O)N2CCc3ccccc32)C(C)C)c1	5%	-5%	-6%	-11%	3%	15µM*	0%	4%	-2%	1%	-2%
COc1ccc([N+](=O)[O-])cc1NC(=O)CSc1nc(C)c(C)c(C)n1	0%	-2%	0%	-6%	9%	4%	-2%	2%	-1%	-2%	/
C#CCSc1ncc(-c2ccccc2)cn1	-13%	-1%	?	0%	-5%	?	6%	12%	19%	16%	7%
CNC(=S)NNC(=O)c1sccc1OCc1cccc(C(F)(F)F)c1	?	-9%	9%	-15%	-1%	0%	-6%	16%	-5%	-9%	-7%
CC12CCC(=O)N1C(C(=O)Nc1cccc3ccccc13)CS2 (stereo not drawn)	-2%	1%	-2%	0%	1%	3%	-2%	1%	-1%	-3%	9%
O=C(NCCc1ccccn1)c1nc(Cn2cc([N+](=O)[O-])cn2)no1	-1%	-5%	0%	2%	-2%	3%	1%	-3%	2%	-2%	13%
CC(C)OP(=O)(OC(C)C)/C(C=O)=N\Nc1ccc([N+](=O)[O-])cc1	45%	-26%	0%	-80%	?	5%	5%	-13%	-3%	9%	?
O=c1cc(CSc2nnc(COc3ccccc3)n2-c2ccccc2)c2ccccc2[nH]1	22%	8%	-13%	-40%	-4%	-1%	-3%	-5%	1%	-10%	-9%
CSc1ccc(C2NC(=O)c3c(sc4c3CCN(C)C4)N2)cc1 (stereo not drawn)	9%	2%	-9%	-7%	-3%	?	72%[activator]	-1%	-1%	17%	?
Cn1cccc1Cc1nnc(SCC(=O)Nc2ccc3c(c2)OCCO3)n1-c1ccc(F)cc1	?	27%	-7%	3%	21%	6%	-9%	-2%	-8%	-5%	-4%
COc1cccc(OCC(=O)NN=C2c3ccccc3-c3ccccc32)c1	-44%	-6%	2%	3%	-3%	-2%	4%	7%	-5%	-4%	2%

From PubChem
